PG9 Ab binder: PG9 antibody binding by small molecule | TR-FRET gp120-PG9 antibody binding | hit rate 0.43% among 360,000 | inhibition, % at 6.7 µM; in the data active = inhibition above about 8.5%
rCAG RNA binder: binds r(CAG) RNA repeats; r(CAG) RNA repeat, TO-PRO-1 dye displacement fluorescence; hit rate 1.3% among 370,000; inhibition, % at 3 µM;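 active = inhibition above the plate cutoff, the mean of all test compounds on that plate plus 3 SD, cut at about 35% in these data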;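 also: 0% = DMSO alone and 100% = 100 µM mitoxantrone as full dye displacement; higher means more dye released from RNA so lower well fluorescence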
SMARCA2 activ: SMARCA2 function activation, primary screen; hit rate 1% among 370,000; MG213 cells, MMTV-luciferase reporter, dexamethasone, overnight; activation, % at 9.1 µM; in the data active = activation above about 7.8%;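 also: 0% = vehicle wells and 100% = reference activator wells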
mABHD4 FP: ABHD4 (mouse) inhibition, primary FP screen; Q8VD66; purified mABHD4, FP-Rh probe fluorescence polarization; inhibition, % at 8.92 µM; hit rate 0.54% among 370,000;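 active = inhibition exceeding the mean over every tested compound plus 3 SD, cut at about 30% in these data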;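 also: 0% = plate median of compound wells and 100% = S159A mutant with DMSO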
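Assay system: mABHD4 protein; medium: HEPES pH 7.0, NaCl, Pluronic buffer; dosing: 8.92 µM, single dose; schedule: 45 min + 60 min at 25 °C; signal: FP readout, ex 525 nm / em 598 nm; read-out: normalized percent inhibition of probe labeling; repeats: single replicate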
HTRA1 inh: inhibitors of human serine peptidase HTRA1 | hit rate 0.5% among 340,000 | Q92743 | recombinant HTRA1, FP-rhodamine activity-based probe, fluorescence polarization | inhibition, % at 5.96 µM; in the data active = inhibition above about 36%;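 also: 0% = enzyme with DMSO and 100% = wells lacking enzyme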
Rev-erbA mod: modulators of human Rev-erb alpha DNA binding. P20393. Rev-erbα–FITC-DNA binding, fluorescence polarization, 90 min. activity, % at 10 µM. hit rate 0.79% among 370,000. AID 1259318;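 active = activity above about 14%, limit read from the data; passing the limit was not always enough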;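 also: 0% = DMSO wells with 35 nM protein and 100% = DMSO wells with 750 nM protein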
GC-A act: GC-A (human) enzyme activation | activation, % at 10 µM | P16066 | HEK293 GC-A cells, cGMP TR-FRET, EC30 ANP; 0% at EC30 ANP, 100% saturating ANP | AID 1671463 | hit rate 0.14% among 370,000; in the data active = activation above about 40%
Target sequence (P16066 whole entry, looked up): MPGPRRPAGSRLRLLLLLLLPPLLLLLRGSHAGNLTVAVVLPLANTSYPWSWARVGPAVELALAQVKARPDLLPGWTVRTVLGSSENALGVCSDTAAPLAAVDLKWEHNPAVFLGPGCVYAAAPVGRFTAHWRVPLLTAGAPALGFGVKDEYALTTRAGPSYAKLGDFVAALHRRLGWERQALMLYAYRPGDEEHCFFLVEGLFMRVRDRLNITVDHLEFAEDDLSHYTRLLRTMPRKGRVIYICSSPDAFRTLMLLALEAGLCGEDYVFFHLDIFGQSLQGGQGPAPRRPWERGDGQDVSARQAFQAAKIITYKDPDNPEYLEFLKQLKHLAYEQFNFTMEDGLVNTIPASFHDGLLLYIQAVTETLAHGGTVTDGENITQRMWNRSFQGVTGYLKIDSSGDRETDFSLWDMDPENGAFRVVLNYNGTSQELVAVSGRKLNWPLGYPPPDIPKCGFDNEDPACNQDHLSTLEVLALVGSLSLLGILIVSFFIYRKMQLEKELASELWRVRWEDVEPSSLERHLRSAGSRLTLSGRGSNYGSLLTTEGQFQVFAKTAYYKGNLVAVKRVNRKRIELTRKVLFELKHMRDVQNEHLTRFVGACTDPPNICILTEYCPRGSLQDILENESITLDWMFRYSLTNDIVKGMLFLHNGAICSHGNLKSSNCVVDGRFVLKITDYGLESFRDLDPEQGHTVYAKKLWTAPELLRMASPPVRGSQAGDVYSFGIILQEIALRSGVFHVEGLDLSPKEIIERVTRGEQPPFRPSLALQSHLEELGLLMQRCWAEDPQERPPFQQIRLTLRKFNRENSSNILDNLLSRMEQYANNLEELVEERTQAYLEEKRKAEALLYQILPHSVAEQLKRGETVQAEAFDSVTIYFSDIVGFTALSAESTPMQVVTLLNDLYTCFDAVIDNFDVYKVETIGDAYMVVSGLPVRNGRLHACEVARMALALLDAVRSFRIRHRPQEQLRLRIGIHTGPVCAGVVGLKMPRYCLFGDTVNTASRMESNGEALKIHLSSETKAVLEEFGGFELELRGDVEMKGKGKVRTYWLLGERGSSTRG
ASAP1 inh: blocks human ASAP1-stimulated Arf1 GTP hydrolysis. GDP FP detection. inhibition, % at 16.5 µM. hit rate 0.19% among 360,000; in the data active = inhibition above about 25%;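 also: 0% = vehicle with enzyme and substrate and 100% = no enzyme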
NPR2 activator: GC-B (human) receptor activation. P20594. HEK293-GC-B cells, CNP EC30, cGMP TR-FRET; 0% at EC30 CNP, 100% saturating CNP. activation, % at 10 µM. hit rate 0.11% among 370,000;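 active = activation at 10 µM reaching about 35% in either raw or pattern-adjusted values, limit read from the data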
ARFGAP1 inh: inhibits rat ARF GTPase activating protein 1 | Q62848 | Arfgap1-stimulated ARF1 GTP hydrolysis, GDP FP detection | inhibition, % at 16.5 µM | hit rate 0.26% among 360,000 | AID 651572;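 active = inhibition above a per-plate limit, mean inhibition of low control wells plus 3 SD, cut at about 25% in these data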;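 also: 0% = DMSO wells with enzyme and 100% = wells lacking Arfgap1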
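Assay system: Rat Arfgap1 GAP domain (His6, aa 1-136), purified enzyme | Buffer or medium: HEPES 25 mM pH 7.5, NaCl 150 mM, MgCl2, DTT | Schedule: GTP hydrolysis reaction 2 h at 25 °C | Signal: FP of antibody-bound GDP Alexa 633 tracer, ex 620/em 688 nm | Measure: Percent inhibition of Arfgap1-stimulated GTP hydrolysis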
Starred values were filed as active, the others as inactive; . = no result given. Rows were taken by chance; 4.4% or so of the library scored in one or more.

| Compound | PG9 Ab binder | rCAG RNA binder | SMARCA2 activ | mABHD4 FP | HTRA1 inh | Rev-erbA mod | GC-A act | ASAP1 inh | NPR2 activator | ARFGAP1 inh |
| --- | --- | --- | --- | --- | --- | --- | --- | --- | --- | --- |
| CCOc1ccc(-c2nc(CSCC(=O)NCCCN3CCCC3=O)c(C)o2)cc1 | -1.5 | -9 | -3 | 5 | -4 | -2 | 0 | 3 | -1 | 10 |
| O=C(N/N=C/c1cn(-c2ccccc2)nc1-c1ccc(F)cc1)c1ccc(Br)o1 | 2.1 | 5 | 0 | 7 | 0 | -5 | -2 | 7 | 1 | -4 |
| COc1ccc(Nc2nc(N)nc(CSC(=S)N3CCN(C)CC3)n2)cc1 | -1.0 | -5 | 0 | -1 | 6 | -8 | 3 | 5 | 5 | 7 |
| CCCCOc1cccc(C(=O)NC(=S)Nc2ccc(Cl)c(C(=O)O)c2)c1 | 0.6 | 44* | 4 | -44 | -13 | 2 | -4 | -1 | -8 | -1 |
| Cc1nn(Cc2ccc(Cl)cc2Cl)c(C)c1NC(=O)c1ccc(COc2cc(Cl)ccc2Cl)o1 | -0.6 | 5 | -3 | -10 | -42 | -1 | 2 | 5 | 0 | -4 |
| CC(C)OCCCNC(=O)CCc1nc(-c2ccccc2)no1 | 0.5 | -8 | 3 | -6 | 0 | . | . | 9 | . | 10 |
| CC(=O)N1c2ccc(S(=O)(=O)N3CCC(C(=O)NCc4ccc(C)cc4)CC3)cc2CC1C (configuration not stated) | -2.0 | -1 | 11* | -6 | -1 | 1 | 0 | -5 | -1 | 3 |
| Cc1nn(C)cc1CN(C)C(=O)C1CCC(=O)N(CCc2cccc(F)c2)C1 (configuration not stated) | -1.1 | 1 | -1 | 3 | 8 | -5 | 6 | 10 | 0 | -2 |
| O=c1[nH]c(Cc2ccccn2)nc2scc(-c3ccc(Cl)cc3)c12 | -3.7 | 13 | -1 | -5 | 7 | 4 | -6 | -17 | -4 | -13 |
| Cc1ccc(C)c(CN2C(=O)C(C)Oc3ccc(C)cc32)c1 (configuration not stated) | -1.8 | -2 | 5 | -1 | -5 | 2 | -18 | 0 | -9 | -2 |

An excerpt from above in order of count of non-hydrogen atoms, ascending.
| Compound | PG9 Ab binder | rCAG RNA binder | SMARCA2 activ | mABHD4 FP | HTRA1 inh | Rev-erbA mod | GC-A act | ASAP1 inh | NPR2 activator | ARFGAP1 inh |
| --- | --- | --- | --- | --- | --- | --- | --- | --- | --- | --- |
| Cc1ccc(C)c(CN2C(=O)C(C)Oc3ccc(C)cc32)c1 (configuration not stated) | -1.8 | -2 | 5 | -1 | -5 | 2 | -18 | 0 | -9 | -2 |
| CC(C)OCCCNC(=O)CCc1nc(-c2ccccc2)no1 | 0.5 | -8 | 3 | -6 | 0 | . | . | 9 | . | 10 |
| O=c1[nH]c(Cc2ccccn2)nc2scc(-c3ccc(Cl)cc3)c12 | -3.7 | 13 | -1 | -5 | 7 | 4 | -6 | -17 | -4 | -13 |
| CCCCOc1cccc(C(=O)NC(=S)Nc2ccc(Cl)c(C(=O)O)c2)c1 | 0.6 | 44* | 4 | -44 | -13 | 2 | -4 | -1 | -8 | -1 |
| Cc1nn(C)cc1CN(C)C(=O)C1CCC(=O)N(CCc2cccc(F)c2)C1 (configuration not stated) | -1.1 | 1 | -1 | 3 | 8 | -5 | 6 | 10 | 0 | -2 |
| O=C(N/N=C/c1cn(-c2ccccc2)nc1-c1ccc(F)cc1)c1ccc(Br)o1 | 2.1 | 5 | 0 | 7 | 0 | -5 | -2 | 7 | 1 | -4 |
| CCOc1ccc(-c2nc(CSCC(=O)NCCCN3CCCC3=O)c(C)o2)cc1 | -1.5 | -9 | -3 | 5 | -4 | -2 | 0 | 3 | -1 | 10 |
| CC(=O)N1c2ccc(S(=O)(=O)N3CCC(C(=O)NCc4ccc(C)cc4)CC3)cc2CC1C (configuration not stated) | -2.0 | -1 | 11* | -6 | -1 | 1 | 0 | -5 | -1 | 3 |
| Cc1nn(Cc2ccc(Cl)cc2Cl)c(C)c1NC(=O)c1ccc(COc2cc(Cl)ccc2Cl)o1 | -0.6 | 5 | -3 | -10 | -42 | -1 | 2 | 5 | 0 | -4 |

More entries follow.
| Compound | PG9 Ab binder | rCAG RNA binder | SMARCA2 activ | mABHD4 FP | HTRA1 inh | Rev-erbA mod | GC-A act | ASAP1 inh | NPR2 activator | ARFGAP1 inh |
| --- | --- | --- | --- | --- | --- | --- | --- | --- | --- | --- |
| O=C(CSc1ncccn1)Nc1cccc2ccccc12 | -2.1 | 0 | -2 | 1 | 4 | 6 | 0 | -3 | 0 | 0 |
| COc1ccc(N(CC(=O)N/N=C/c2cc(Br)c(C)o2)S(=O)(=O)c2ccc(NC(C)=O)cc2)cc1 | -0.5 | 19 | -2 | -13 | -37 | 0 | -2 | 12 | 5 | 5 |
| O=C(Nc1cc(-c2ccccc2)nn1-c1ccccc1)c1ccccc1F | 1.1 | -3 | 0 | -20 | -39 | 5 | -6 | -3 | -10 | 7 |
| O=C(COc1ccc([N+](=O)[O-])cc1)Nc1ccc(N2CCN(C(=O)c3ccco3)CC2)cc1 | -3.6 | -4 | -3 | 4 | 6 | -19 | 0 | 3 | 3 | 16 |
| O=C(O)CSCC(=O)N1CCN(S(=O)(=O)c2cc(Cl)cc(Cl)c2)CC1 | 0.5 | -2 | -5 | -1 | 4 | -4 | 4 | -10 | 6 | 9 |
| CCN(CC)C(=O)COc1cc(C)cc2oc(=O)cc(-c3ccccc3)c12 | 1.6 | -6 | -3 | -1 | -9 | 4 | -5 | -6 | 0 | -2 |
| COc1ccc(CN2CCCC(C(=O)Nc3cccc(-n4cnnn4)c3)C2)c(C)c1C (configuration not stated) | 0.7 | -4 | 0 | -4 | -12 | 0 | -16 | -4 | -9 | -1 |
| O=C(C1=C[C@H](c2ccc3c(c2)OCO3)C[C@H](OCc2ccc(CO)cc2)O1)N1CCN(Cc2ccc3c(c2)OCO3)CC1 | -0.9 | 10 | -2 | -27 | -22 | 3 | -7 | 19 | -4 | 15 |
| O=C(CCN1CCOCC1)Nc1ccccc1 | -0.6 | -1 | 5 | -1 | 5 | -6 | 1 | 3 | 3 | -2 |
| O=C(COc1cc2oc(=O)c3c(c2cc1Cl)CCC3)Nc1cccnc1 | 0.1 | 1 | 1 | 9 | 2 | 14 | -2 | -14 | -4 | -1 |
| CC(=O)N1N=C(c2ccc(NS(C)(=O)=O)cc2)CC1c1ccc2nccnc2c1 (configuration not stated) | -2.3 | -2 | -2 | -3 | 8 | 6 | 0 | 0 | -1 | 14 |
| COc1ccc(C(C(=O)NC2CCCC2)N(Cc2ccccc2)C(=O)c2nsc(Cl)c2Cl)cc1 (configuration not stated) | -0.2 | -2 | -3 | -15 | -27 | 1 | -21 | -2 | -9 | 5 |
| O=C(COC(=O)c1cc([N+](=O)[O-])ccc1N1CCOCC1)c1ccc(OC(F)F)cc1OC(F)F | -1.1 | 7 | -2 | -11 | -22 | 1 | 8 | -5 | 2 | 1 |
| CCN(CC)S(=O)(=O)c1cccc(NN=c2c(=O)c3ccccc3c2=O)c1 | -1.9 | 4 | -3 | 4 | 7 | -6 | -7 | 1 | -7 | -13 |
| CCc1ccccc1NC(=O)CN(C1CCCCC1)S(C)(=O)=O | 0.1 | -5 | -1 | 1 | 2 | -1 | 0 | 5 | -2 | 8 |
| O=C(CSc1ccc(F)cc1)Nc1ccc(C2SCCS2)cc1 | -0.5 | -1 | 4 | -5 | . | -6 | 2 | 12 | 1 | 6 |
| COc1ccc(C(=O)NCCSCc2cccc(Cl)c2)cc1OC | 1.3 | -7 | -2 | -1 | 1 | 6 | 1 | -5 | 2 | -9 |
| Cc1ccccc1CNC(=O)c1cc2ccccc2o1 | 0.1 | -4 | -1 | -3 | -4 | 3 | 0 | 8 | 3 | 3 |
| COc1ccc(C2CCCN2C(=S)Nc2cccc(Cl)c2)cc1OC (configuration not stated) | 1.2 | 0 | -5 | -6 | -10 | 3 | 3 | 1 | -4 | 6 |
| Cc1cc(C)c(S(=O)(=O)c2ccccc2C(=O)O)c(C)c1 | -1.1 | 3 | -6 | 4 | -6 | 3 | 3 | 18 | 3 | 6 |
| OCCNc1nc(Nc2cccc(O)c2)nc2ccccc12 | -2.5 | 2 | -2 | -5 | 2 | 4 | 6 | 3 | -1 | 5 |
| COc1ccccc1C(=O)NC(=O)COC(=O)CCOc1ccc(C)cc1 | 1.2 | -4 | -4 | -9 | -8 | 3 | 35 | 1 | -5 | -9 |
| COc1ccc(-c2nn(C)c(=O)c3ccccc23)cc1NC(=O)COc1ccc(C)cc1 | 0.3 | 7 | -3 | 1 | -9 | 34* | 8 | 4 | 13 | 1 |
| COC(=O)C1=C(C)N=C2SCCC(=O)N2C1c1ccc(C(=O)OC)cc1 (configuration not stated) | -2.0 | 7 | 0 | -19 | -8 | 2 | -6 | 6 | -3 | -5 |
| O=C(NCCc1cn2cccnc2n1)C1CCC(=O)N(Cc2ccccc2F)C1 (configuration not stated) | -0.8 | 2 | 3 | 4 | 4 | -2 | -1 | 4 | 0 | -7 |
| COCCNC(=S)N(CCCO)Cc1cc2cc3c(cc2[nH]c1=O)OCO3 | 1.8 | 4 | 1 | -2 | 6 | -5 | -3 | 5 | -9 | -7 |
| CSc1nnc(-c2ccc([N+](=O)[O-])cc2)o1 | -3.6 | 0 | -3 | -5 | 4 | -2 | -1 | 8 | -3 | 13 |
| CCN1CCN(c2cc(C)c3cc(NC(=S)N(CC)CC)ccc3n2)CC1 | -1.2 | -7 | 0 | 5 | 12 | 0 | 5 | 6 | 1 | -5 |
| Cc1oc2cc(O)ccc2c(=O)c1-c1ccccc1 | -1.3 | 1 | -1 | -3 | -1 | -8 | 4 | -9 | -4 | -3 |
| Cc1nc2c(=O)n(C)c(=O)n(C)c2nc1Cl | 1.5 | -1 | -12 | 0 | -1 | 0 | 6 | -5 | -5 | -2 |
| CCOc1ccc(CC(=O)NNC(=S)NCCc2ccccc2)cc1 | -0.5 | -2 | -1 | -1 | -6 | 2 | 1 | -1 | 3 | 2 |
| CCn1c(CC(=O)Nc2cccc(OC)c2)nnc1SCC(=O)Nc1nccs1 | 0.3 | -2 | -2 | -1 | -5 | -7 | -1 | 0 | -7 | -5 |
| O=C(O)CCN1C(=O)C2CCCCC2C1=O (configuration not stated) | -0.5 | 0 | 0 | 1 | -1 | -3 | 5 | 17 | 7 | -1 |
| COc1ccc(C2CC(c3ccc(Cl)cc3)Nc3nc(NC(=O)c4ccco4)nn32)cc1 (configuration not stated) | -2.4 | 2 | -1 | -1 | -10 | -2 | -2 | -6 | 0 | -3 |
| CN(C(=S)NC(=O)CCCOc1ccc(Cl)cc1Cl)c1ccccc1 | -0.8 | -6 | -3 | -4 | -1 | 1 | 8 | 6 | -5 | 6 |
| Cc1sc(NC(=O)C2C3C=CC(C3)C2C(=O)O)c(C(N)=O)c1-c1ccc(C(C)C)cc1 (configuration not stated) | -1.2 | 14 | 1 | 7 | -1 | 1 | 1 | -6 | 3 | 2 |
| COC1=C(c2ccccc2)C(=O)c2ccccc2C1=O | -3.9 | 2 | 1 | 11 | 4 | -4 | 2 | 18 | 4 | 1 |
| Cc1ccc(C(C)(C)C)cc1S(=O)(=O)Nc1cccc(S(=O)(=O)NC2=NCCC2)c1 | -1.6 | 13 | -6 | 3 | -3 | 3 | 2 | 6 | 3 | 8 |
| CCCCNC(=O)CSc1nc2ccc(NC(=O)CSc3nnc(COc4ccccc4C)n3C)cc2s1 | 0.5 | 3 | 0 | 0 | -3 | -2 | 0 | 1 | 1 | -18 |

Source: PubChem BioAssay
